NSD2 HMT inh – NSD2 histone methyltransferase inhibitors, primary screen, biochemical, AlphaScreen, single concentration, set 2; Histone-lysine N-methyltransferase NSD2 (Homo sapiens), O96028; NSD2 peptide methylation, 120 min; inhibition, % at 12.5 µM; actives 0.54% (n = 310,000); AID 743445, 2014; in the data active = inhibition above about 50%
Target sequence (O96028 whole entry, looked up): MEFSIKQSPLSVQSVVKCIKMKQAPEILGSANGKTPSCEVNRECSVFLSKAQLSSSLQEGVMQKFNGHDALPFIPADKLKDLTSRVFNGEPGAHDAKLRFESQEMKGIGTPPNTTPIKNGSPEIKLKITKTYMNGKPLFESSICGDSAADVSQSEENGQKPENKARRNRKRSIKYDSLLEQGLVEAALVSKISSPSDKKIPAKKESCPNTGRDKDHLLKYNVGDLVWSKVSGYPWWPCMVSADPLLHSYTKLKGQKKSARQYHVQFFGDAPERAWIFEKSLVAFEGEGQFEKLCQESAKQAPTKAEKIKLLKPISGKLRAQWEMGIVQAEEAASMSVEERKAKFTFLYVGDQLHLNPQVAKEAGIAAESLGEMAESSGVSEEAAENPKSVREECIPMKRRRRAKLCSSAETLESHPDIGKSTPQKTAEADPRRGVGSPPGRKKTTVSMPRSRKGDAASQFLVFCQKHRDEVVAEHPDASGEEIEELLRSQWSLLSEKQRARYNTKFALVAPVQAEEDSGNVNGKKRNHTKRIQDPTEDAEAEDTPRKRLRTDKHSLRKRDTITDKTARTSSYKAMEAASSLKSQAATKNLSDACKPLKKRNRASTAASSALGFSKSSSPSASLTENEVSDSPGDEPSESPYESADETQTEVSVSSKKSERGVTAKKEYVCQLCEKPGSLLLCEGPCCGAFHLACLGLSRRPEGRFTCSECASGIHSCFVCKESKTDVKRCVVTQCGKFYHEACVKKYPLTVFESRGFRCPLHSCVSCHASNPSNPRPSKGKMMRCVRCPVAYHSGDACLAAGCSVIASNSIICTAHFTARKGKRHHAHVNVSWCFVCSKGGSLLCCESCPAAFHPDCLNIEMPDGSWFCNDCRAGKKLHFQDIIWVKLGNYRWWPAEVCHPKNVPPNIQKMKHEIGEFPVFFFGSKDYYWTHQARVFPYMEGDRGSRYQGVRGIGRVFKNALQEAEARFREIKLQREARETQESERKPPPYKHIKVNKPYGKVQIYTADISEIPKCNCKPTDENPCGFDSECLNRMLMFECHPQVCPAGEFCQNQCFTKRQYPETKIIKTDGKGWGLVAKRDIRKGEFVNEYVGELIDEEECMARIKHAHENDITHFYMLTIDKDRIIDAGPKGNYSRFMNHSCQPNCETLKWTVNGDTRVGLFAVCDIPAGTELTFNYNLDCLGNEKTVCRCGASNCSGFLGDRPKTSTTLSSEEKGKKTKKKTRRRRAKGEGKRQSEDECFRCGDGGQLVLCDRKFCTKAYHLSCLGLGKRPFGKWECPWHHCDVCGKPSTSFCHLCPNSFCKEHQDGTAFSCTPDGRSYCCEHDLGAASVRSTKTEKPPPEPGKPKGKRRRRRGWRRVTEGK
* marks the source's active call; other numbers are inactive results. The list is partial; rates above refer to the full screens.

nr	mol	NSD2 HMT inh
1	OC[C@@H]1CN(Cc2cccnc2)C[C@H](n2cnc3c(N4CCCC4)ncnc32)O1	-0.9
2	CCCCN(C)c1c(C)nc2ccc(C(=O)Nc3cc(-c4ccccc4)ccc3OC)cn12	-1.3
3	O=C(CCc1nc(-c2ccccc2F)no1)NCCc1c[nH]c2ccccc12	9.6
4	CCCNC(=O)C1(C)CCN(C(=O)c2ccc(F)cc2Cl)C1 (stereo not drawn)	-1.8
5	COc1ccccc1OCC(=O)NCC1CCCN(C(=O)c2cccc(C)c2)C1 (stereo not drawn)	-1.1
6	CS(=O)(=O)c1ccc(C(=O)OCC#CCSc2nnc(-c3cccc4ccccc34)o2)cc1	-1.3
7	O=C(CSc1nccn1Cc1ccc(F)cc1)NC1CCCCC1	-28.0
8	CC(C)(C)OC(=O)N1CCC(N[C@@H](Cc2ccccc2)C(=O)NCC(c2ccccc2)c2ccccc2)(C(=O)NC2CCCCC2)CC1	-0.1
9	O=C(NCc1cccc(Cl)c1)c1ccc(-c2cccnc2)c2ccoc12	-1.7
10	COc1ccc(Cl)cc1-c1cc(C(=O)Nc2ccc(Br)cc2)[nH]n1	11.3
11	CC(C)c1ccc(CC(=O)N2CCC2(C)C(=O)Nc2cnc3ccccc3c2)cc1 (stereo not drawn)	-1.0
12	CCCc1cc(SCC(=O)Nc2c(C)n(C)n(-c3ccccc3)c2=O)n2c(nc3ccccc32)c1C#N	0.6
13	C[C@@H]1[C@H](c2ccccc2)OC(O)([C@H](Cc2ccccc2)NC(=O)OC(C)(C)C)CN1C (stereo partly drawn)	1.2
14	O=C(Nc1nc(OCC(F)(F)F)cnc1/C=C\c1ccccc1)c1ccccc1	0.4
15	COc1cc(-c2coc3c(C(=O)NC4CCCCC4)cccc23)ccc1O	-0.7
16	CCOC(=O)C1=C(C)OC(=Cc2ccc(OC)cc2)C1=O	-0.2

Some values from the entries so far.
NSD2 HMT inh, COc1cc(-c2coc3c(C(=O)NC4CCCCC4)cccc23)ccc1O is entered as -0.7
NSD2 HMT inh, O=C(CSc1nccn1Cc1ccc(F)cc1)NC1CCCCC1 is entered as -28.0

The list continues:
nr	mol	NSD2 HMT inh
17	OC(c1ccccc1)(c1nc(-c2cccc3cccnc23)cs1)C(F)(F)F (stereo not drawn)	-1.1
18	O=C(NCCCN1CCCC1=O)C(=O)NCC1OCCN1S(=O)(=O)c1cc(F)ccc1F (stereo not drawn)	-0.7
19	CC(=O)Nc1cc(-c2ccc(CO)cc2)cn2c(-c3cccc(C(F)(F)F)c3)cnc12	0.5
20	CC(=O)c1ccc(OCc2c(-c3ccccc3)nnn2CC(=O)NS(=O)(=O)c2ccc(C)cc2)cc1	0.2
21	CCNC(=S)NNC(=O)c1cnccn1	-0.4
22	CC1(C(=O)NS(=O)(=O)c2ccccc2)CCN1C(=O)C1(c2ccc(Cl)cc2)CCC1 (stereo not drawn)	1.6
23	Cc1ccc(S(=O)(=O)N(CCc2ccccc2)CC(=O)N2CCOCC2)cc1	-0.5
24	C=CCn1c(SCC(N)=O)nnc1-c1ccccc1OC	-2.5
25	COCCNC(=O)C1CCCN(C(=O)c2cc(-c3ccccc3)cs2)CC1 (stereo not drawn)	-4.1
26	O=C(NCC1CCOCC1)C1Cc2c(-c3ccccc3Oc3ccccc3)ccnc2O1 (stereo not drawn)	1.5
27	Cc1ccc(F)c(S(=O)(=O)NC(=O)C2(C)CCN2C(=O)Cc2cc(F)ccc2F)c1 (stereo not drawn)	13.4
28	Cc1nn(-c2ccccc2)c2sc(C(=O)NCCc3ccccc3)cc12	2.1
29	CCOC(=O)c1cc(-c2ccc(Cl)s2)nc2c1c(C)nn2C	2.9
30	Cc1ccn2c(C(C)O)nnc2c1 (stereo not drawn)	-0.7
31	COc1ccc(C(=O)OCC(=O)NC2CC2)cc1	1.1
32	CN(Cc1ccccc1)S(=O)(=O)c1cccc(C(=O)OCc2ccc(C(F)(F)F)cc2)c1	-4.2
33	CC(=O)Nc1cccc(-c2cc(NC(C)=O)c3ncc(-c4cccc(C(C)=O)c4)n3c2)c1	-0.9
34	COc1ccc(NC(=O)c2cccc3c(-c4ccc(OC)cc4C)coc23)cc1	-0.7
35	Cc1ccsc1C(=O)N1CCC1(C)C(=O)Nc1cccc(C#N)c1 (stereo not drawn)	-1.6
36	COC(=O)c1ccc(C(=O)N2CCCC(C)(C(=O)NS(=O)(=O)C3CC3)C2)cc1 (stereo not drawn)	0.8
37	CCOc1ccc(NC(=O)CN2CCCN(c3ccc(OC)cc3)CC2)cc1	29.2
38	COC(=O)[C@@]12C[C@@H](CC(=O)NCc3cccc4ccccc34)C(=O)N(CCc3ccc(OC)c(OC)c3)C1=CCC(C)(C)C2	-1.4
39	CC(C)c1ccc(NC(=O)Nc2nc(C(N)c3ccccc3)cs2)cc1 (stereo not drawn)	3.1
40	Cc1cc(NC(=O)COc2cccc3cccnc23)no1	-14.5
41	COc1cc(-c2nnc(COC(=O)c3ccc([N+](=O)[O-])o3)o2)cc(OC)c1OC	2.2
42	COCCNC(=O)C1(C)CCCN(C(=O)c2ccccc2OC)C1 (stereo not drawn)	-0.7
43	Cn1nc(C(C)(C)C)cc1NC(=O)C1(C)CCN1C(=O)CCc1ccccc1 (stereo not drawn)	-0.7
44	CCOC(=O)C1(Cc2ccccc2)CCN(Cc2ccccc2[N+](=O)[O-])CC1	-2.0
45	CC[N+](CC)=N/N=C1\C=CC[N+]([O-])=C1	1.2
46	O=C1CCC2(CCC(c3ccccc3)CC2)N1CC[C@@H](O)c1ccccc1 (stereo partly drawn)	-2.1
47	COc1ccc(S(=O)(=O)NC(=O)C2(C)CCN2C(=O)CC2CCCCC2)cc1OC (stereo not drawn)	-2.9
48	CCOC(=O)c1c(NC(=O)COC(=O)c2ccc(S(=O)(=O)C(F)F)cc2)sc(C(=O)N(C)C)c1C	-7.1

Quoted from above: entries 1 to 2
nr	mol	NSD2 HMT inh
1	OC[C@@H]1CN(Cc2cccnc2)C[C@H](n2cnc3c(N4CCCC4)ncnc32)O1	-0.9
2	CCCCN(C)c1c(C)nc2ccc(C(=O)Nc3cc(-c4ccccc4)ccc3OC)cn12	-1.3

(cont.)
nr	mol	NSD2 HMT inh
49	CCCC(=O)N1CCCC(c2cc(C(=O)NCc3ccc(F)cc3)no2)C1 (stereo not drawn)	1.1
50	CC(C)CNC(=O)C1(C)CCCN1C(=O)c1ccc2ccccc2n1 (stereo not drawn)	-0.3
51	Cn1c2nc3ccccc3c-2nc2ccccc21	4.0
52	COc1ccc(CC(N)c2csc(NC(=O)Nc3ccc(C(C)C)cc3)n2)cc1 (stereo not drawn)	-1.7
53	CC(=O)Nc1ccc(CN(C)c2c(C)nc3ccc(C(=O)N4CCN(C(=O)c5ccco5)CC4)cn23)cc1	0.0
54	O=C(CSc1nnc(-c2ccncc2)n1-c1ccc(Br)cc1)c1ccccc1	7.6
55	CCOC(=O)N(C)c1c(CC)nc2c(OCC(=O)C(C)(C)C)cccn12	-0.6
56	CC1(C(=O)NS(=O)(=O)Cc2ccccc2)CCN1C(=O)CCc1ccccc1 (stereo not drawn)	-0.2
57	CCOc1ccc2nc(NC3=NCN(CC4CCCO4)CN3)nc(C)c2c1 (stereo not drawn)	-0.2
58	Nc1cc(Br)cc2c1[nH]c(=O)c1ccccc12	2.3
59	CC(=O)Nc1ccc(C(=O)NNC(=O)c2csc(N3CCOCC3)n2)cc1	-4.9
60	Cc1occc1-c1nnc(SCC(=O)N[C@@H]2CCc3ccccc32)n1-c1ccccc1	4.1
61	Cc1cccc(C)c1C(O)c1ncc(-c2cccc(C(F)(F)F)c2)[nH]1 (stereo not drawn)	-0.1
62	O=C(Nc1ccc(F)c(Cl)c1)c1ccc2nc([C@@H]3O[C@H](CO)[C@H](O)[C@H](O)[C@H]3O)[nH]c2c1	2.6
63	CCc1nc2c(OCCOc3ccc(F)cc3)cccn2c1N(C)C(=O)c1ccco1	-3.3
64	O=c1cc(N2CCN(c3ccnc4cc(Cl)ccc34)CC2)[nH]c(=O)n1C1CCCCC1	-3.2

Next part, overlapping the part above by 4 compounds.
nr	mol	NSD2 HMT inh
61	Cc1cccc(C)c1C(O)c1ncc(-c2cccc(C(F)(F)F)c2)[nH]1 (stereo not drawn)	-0.1
62	O=C(Nc1ccc(F)c(Cl)c1)c1ccc2nc([C@@H]3O[C@H](CO)[C@H](O)[C@H](O)[C@H]3O)[nH]c2c1	2.6
63	CCc1nc2c(OCCOc3ccc(F)cc3)cccn2c1N(C)C(=O)c1ccco1	-3.3
64	O=c1cc(N2CCN(c3ccnc4cc(Cl)ccc34)CC2)[nH]c(=O)n1C1CCCCC1	-3.2
65	Cc1cccc(C)c1C(O)c1ncc(-c2cccc(F)c2)[nH]1 (stereo not drawn)	2.6
66	CCCCCCCCC(=O)c1c(OC)oc(C=O)cc1=O	5.9
67	COCCN(C(=O)COC(=O)c1c(C)nn(-c2ccccc2)c1C)c1c(N)n(Cc2ccccc2)c(=O)[nH]c1=O	-7.4
68	CC1(C(=O)Nc2cccc(NS(C)(=O)=O)c2)Cc2c(-c3cccc(C(N)=O)c3)ccnc2O1 (stereo not drawn)	-0.1
69	CC1(C(=O)NCc2ccc(F)c(F)c2)Cc2c(-c3cccc(C(N)=O)c3)ccnc2O1 (stereo not drawn)	-3.2
70	COc1cccc(NC(=O)C2(C)CCN2Cc2ccc(OC(C)C)cc2)c1 (stereo not drawn)	-1.6
71	COc1ccc(CN2CCC(CNC(=O)Nc3ccccc3)CC2)cc1	-2.6
72	COc1ccc(C2CC(=O)C(c3cccc(Cl)c3)=CN2Cc2ccccc2)cc1 (stereo not drawn)	-3.0
73	Cn1c(=O)c2[nH]c(SCC(=O)NCCc3ccc(F)cc3)nc2n(C)c1=O	-3.6
74	O=C(Nc1ccccc1F)c1ccc2sc([C@H]3C[C@H](O)[C@@H](CO)O3)nc2c1	-0.8
75	Nc1cccc2c1CN(C1CCC(=O)NC1=O)C2=O (stereo not drawn)	-3.5
76	Cc1ccc(C)c(NS(=O)(=O)c2ccc(-n3cccn3)cc2)c1	-3.4
77	O=C(c1ccccc1)c1nn(-c2ccccc2)c(=O)cc1-c1ccccc1	2.4
78	COCCNC(=O)C1(C)CCCN(Cc2ccc(-c3ccccc3)o2)C1 (stereo not drawn)	-0.1
79	CN(C)c1ccc(C=C2C=C(c3ccccc3)OC2=O)cc1	0.2
80	COc1cc(C(=O)NC(=S)NCc2ccncc2)cc(OC)c1OC	1.6
81	CN1CCN(C(=O)c2cccc3c(-c4ccc(F)c(F)c4)coc23)CC1	1.7
82	O=C(Nc1ccc(Cl)cc1)c1ccc2sc([C@@H]3O[C@H](CO)[C@H](O)[C@H](O)[C@H]3O)nc2c1	-0.5
83	CS(=O)(=O)Nc1ccccc1-c1cccc2nccn12	1.3
84	COc1ccc(C(C)(O)c2nc(-c3ccc(S(C)(=O)=O)cc3)cs2)cc1 (stereo not drawn)	-1.3
85	CC1(C(=O)NS(=O)(=O)c2ccc(Br)cc2)CCN1C(=O)C1(c2ccccc2)CC1 (stereo not drawn)	-2.6
86	CCOC(=O)C1(C)CCCCN1C(=O)c1cccs1 (stereo not drawn)	1.4
87	Cc1c(Cl)cccc1N1C(=O)CC(Sc2ccccc2N)C1=O (stereo not drawn)	-1.4
88	S=C(SCc1cc(Cl)cc2c1OCOC2)N1CCSCC1	-3.2
89	CC(C)c1ccc(NC(=O)c2ccc(-c3ccnn3C)c3ccoc23)cc1	-1.8
90	CC1(C(=O)NS(=O)(=O)c2ccccc2Cl)CCN1C(=O)C1CC1 (stereo not drawn)	-3.8
91	CC1(C(=O)NCC2CC2)Cc2c(-c3cccc(C(N)=O)c3)ccnc2O1 (stereo not drawn)	-2.8
92	Clc1cccc(-c2cccc3nccn23)c1	-1.9
93	CCCCN(C)C(=O)C1CCN(S(=O)(=O)c2ccc3[nH]c(=O)oc3c2)CC1	-8.6
94	CN(C(=O)CSc1nnc(C(F)(F)F)n1C)c1c(N)n(Cc2ccccc2)c(=O)[nH]c1=O	-6.2
95	Cc1ccc(OCCC(=O)OCC(=O)NCCNC(=O)COC(=O)CCOc2ccc(C)cc2)cc1	-0.2
96	CCCN1CCC(C(=O)NC(c2ccc(F)cc2)c2ncccc2C)CC1 (stereo not drawn)	4.6
97	COc1ccc(C=CC(=O)c2ccc(OCc3ccccc3)c(OC)c2)cc1OC	0.9
98	COc1ccc(Cl)cc1NC(=O)CCCn1c(=O)c2cccn2c2cccnc21	-2.4
99	COc1ccc2c(c1)Cc1c-2cc(Br)c(N)c1Br	-2.6
100	C=C1C(=O)OCC2C(C(=O)O)=CC3C(C)C(C)=CC123 (stereo not drawn)	1.5
101	COC(=O)c1cc(=O)nc(NN=Cc2ccc(OC)cc2)s1	-3.9
102	COc1ccc(NC(=O)C2Cc3c(-c4cccc(NC(C)=O)c4)ccnc3O2)cc1OC (stereo not drawn)	21.5
103	COCCNc1nc(-c2ccccc2F)c2sc(-c3ccccc3)cc2n1	-1.6
104	C=CCNc1nc(NCCOc2ccccc2Cl)c2sc(-c3ccccc3)cc2n1	0.6
105	CS(=O)(=O)Nc1cccc(NC(=O)c2cccc3c(-c4cccc(C(N)=O)c4)coc23)c1	9.8
106	CCN(CC)c1ccc(C=NNC(=O)c2cc(-c3ccc(C)c(C)c3)n[nH]2)c(O)c1	-0.4
107	Cc1ccc(-c2cc(C(=O)NN=Cc3ccc(N(C)C)cc3)[nH]n2)cc1C	-0.5
108	COc1ccc([C@H]2OC(=O)C[C@H]2C(=O)N2CCN(c3ccccc3F)CC2)cc1OC	-1.6
109	CCc1cccc(C)c1NC(=O)COC(=O)Cc1ccccc1	-2.6
110	COC(=O)C1=CC(=O)N2CCN=C2S1	0.1
111	CN(Cc1ccccc1)C(=O)Nc1c(Cl)cccc1Cl	-3.5
112	CCc1nc2c(OCCC3CCCCC3)cccn2c1N(C)C(=O)COc1ccccc1	0.1
113	CC(C)(C)c1ccc(CC(=O)N2CCC2(C)C(=O)NS(=O)(=O)c2ccccc2Cl)cc1 (stereo not drawn)	0.1
114	CC1(c2cccc(N)c2)OCCO1	-0.4
115	CN1CCN(c2ncnc3c2ncn3[C@H]2CN(Cc3cccs3)C[C@@H](CO)O2)CC1	5.0
116	CCC12CC1(C(=O)OC)C(=O)N1CCc3c([nH]c4ccccc34)C12 (stereo not drawn)	-2.6
117	O=C1C(=Cc2cccs2)CCc2ccccc21	3.1
118	CCOc1ccc2[nH]c(=S)sc2c1	1.6
119	CC1(C(=O)NCc2cccs2)Cc2c(-c3cccc(C(F)(F)F)c3)ccnc2O1 (stereo not drawn)	-2.9

Assay outcomes (PubChem BioAssay)
